Casp6 inh = caspase-6 (human) enzyme inhibition. inhibition, % at 12.5 µM. AID 686996. purified caspase-6, Z-VEID-R110 cleavage fluorescence. 0.53% of 350,000 active. P55212;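 active means mean inhibition across replicates at least about 35%, with every replicate also reaching that limit, limit read from the data; inconclusive means only one of the two criteria met; inactive means neither criterion met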;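 further: 0% = median of neutral control wells and 100% = no fluorescence left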
Target sequence (P55212 24-179 limits assumed): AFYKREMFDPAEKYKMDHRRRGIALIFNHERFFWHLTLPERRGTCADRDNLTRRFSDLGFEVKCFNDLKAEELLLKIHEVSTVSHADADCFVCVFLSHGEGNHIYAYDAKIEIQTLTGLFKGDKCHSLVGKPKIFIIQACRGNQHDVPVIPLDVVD
Target sequence (P55212 194-293 limits assumed): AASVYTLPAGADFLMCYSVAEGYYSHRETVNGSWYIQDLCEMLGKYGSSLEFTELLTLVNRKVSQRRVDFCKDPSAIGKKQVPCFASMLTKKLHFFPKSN
LGR2 inh = Drosophila LGR2 receptor signaling inhibition; HEK293 LGR2, CRE-luciferase, bursicon-stimulated, 4 h; inhibition, % at 9.99 µM; 0.35% of 380,000 active; AID 720647;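 active means drop in luminescence signal, shown as inhibition above about 50% in the replicate tests, limit read from the data, passing the limit was not always enough; inconclusive means probably only some replicates passing the limit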;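 further: agonist challenge used bursicon conditioned medium at about half maximal strength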
esBAF inh = inhibitors of esBAF chromatin remodeling in mouse ES cells | reporter increase, % at 12.5 µM | Bmi1-luciferase knock-in reporter, 24 h; 100% = twice the neutral-well signal | 2% of 350,000 active; in the data active means activation above about 40%; inconclusive means no clear call, values can overlap the other calls;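 further: 0% = median of the plate's neutral control wells and 100% = double that signal; a rise in the Bmi1 reporter signal indicates esBAF inhibition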
FN deposit inh = fibronectin deposition inhibition; AID 743247; AH1F fibroblasts, Alexa488-fibronectin deposition fluorescence, overnight; 0.086% of 350,000 active; inhibition, % at 12.6 µM;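 active means mean inhibition across replicates of 30% or more, regardless of how many single replicates reach that level; inconclusive means mean under 30% yet at least half of replicates reach 30%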;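 further: positive control wells lacked labelled fibronectin entirely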
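Material – AH1F fibroblast monolayer, labelled fibronectin deposition · Reagent – labelled fibronectin 24 nM · Timing – 1 h adhesion, overnight exposure · Measured by – fluorescence at 485 nm excitation, 525 nm emission · Read-out – inhibition of fibronectin deposition signal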
Statin myotox sup = protects C2C12 myotubes from simvastatin toxicity; ATP luminescence, 48 h; scaled: DMSO 0, geranylgeraniol control 100; rescue of ATP level, % at 7.49 µM; 0.78% of 330,000 active;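 active means mean ATP rescue above about 67%, or every replicate alone reaching that limit, limit read from the data, passing the limit was not always enough; inconclusive means no clear call, values can overlap the other calls; inactive means mean under the limit and some replicate under it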;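 further: myotubes were challenged with 10 µM simvastatin during compound exposure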
S100A4 MyoIIA = S100A4-myosin IIA interaction inhibition; inhibition, % at 10.7 µM; S100A4/TAMRA-MyoIIA peptide fluorescence polarization; P26447; 0.14% of 360,000 active;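 active means mean inhibition of at least 70% across replicates, with every replicate also reaching that level; inconclusive means mean inhibition reaches 70% but some replicates fall short; inactive means mean inhibition below 70%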
Target sequence (P26447 whole entry, looked up): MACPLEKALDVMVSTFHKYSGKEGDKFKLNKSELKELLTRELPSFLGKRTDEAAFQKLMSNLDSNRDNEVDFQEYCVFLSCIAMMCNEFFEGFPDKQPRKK
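Test system – S100A4 monomer (human) · Compound – single-point compound testing · Schedule – 5 min incubation before reading · Probe or stimulus – TAMRA-labelled myosin IIA heavy-chain peptide probe, 5 nM · Benchmarks – neutral control DMSO, positive control TFP · Medium – Calcium-containing HEPES buffer, pH 7.2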
SIRT5 inh = sirtuin-5 (human) deacylase inhibition. Purified SirT5, succinyl-peptide AMC, trypsin-coupled fluorescence. inhibition, % at 15 µM. 1.1% of 330,000 active. AID 652115; in the data active means inhibition above about 15%; inconclusive means no clear call, values can overlap the other calls
Target sequence (Q9NXA8 whole entry, looked up): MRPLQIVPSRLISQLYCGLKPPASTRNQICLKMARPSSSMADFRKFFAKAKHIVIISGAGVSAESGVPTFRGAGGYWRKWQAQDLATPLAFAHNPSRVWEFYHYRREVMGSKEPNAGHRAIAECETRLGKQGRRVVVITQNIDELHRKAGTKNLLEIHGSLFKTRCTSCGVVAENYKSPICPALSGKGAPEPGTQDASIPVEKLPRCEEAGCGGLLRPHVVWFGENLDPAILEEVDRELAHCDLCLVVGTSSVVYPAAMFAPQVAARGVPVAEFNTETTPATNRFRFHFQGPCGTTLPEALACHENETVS
The depositor's hits bear a star; ? = inconclusive; nt = not tested or not shown; & = joins results of further samples. This is a subset; the hit share may differ from the screen's.

SMILES	Casp6 inh	LGR2 inh	esBAF inh	FN deposit inh	Statin myotox sup	S100A4 MyoIIA	SIRT5 inh
CCOc1ccc(NC(=O)NN2C(C)CCCC2C)cc1 (stereo not drawn)	3	2	-4	-2	-3	-2	-1
Cc1ccc(NC(=O)CSc2nccn(-c3ccc4c(c3)OCCO4)c2=O)cc1	4	-7	nt	0	nt	-4	-4
Cc1ccc(NS(=O)(=O)c2ccc(N/N=C/c3ccccc3OCC(=O)O)c([N+](=O)[O-])c2)c(C)c1	30	-7	1	-5	1	3	-2
CCn1c(=O)cc(OCC(=O)NCc2ccc(C)o2)c2ccccc21	-4	-10	-7	-17	-3	-2	-2
C1=CCC(CN2CCNCC2)CC1 (stereo not drawn)	-13	4	nt	-8	nt	-3	-4
CC(C)C[C@H](NC(=O)OC(C)(C)C)C(=O)N1CCC(C(=O)N[C@@H](Cc2c[nH]c3ccccc23)C(=O)O)CC1	2	5	-9	nt	?	-5	-1
FC(F)(F)c1cc(-c2ccc(Cl)cc2)nc2ncnn12	nt	nt	-14	-1	-7	nt	nt
CN(Cc1c(F)cccc1Cl)C(=O)c1cccc(S(=O)(=O)N2CCN(Cc3ccccc3)CC2)c1	-231	1	2	-9	-34	-3	3
Cc1cc(C)c(NC(=O)CSc2nnc(CNC(=O)c3ccccc3F)o2)c(C)c1	0	-2	0	-7	9	5	-2
O=C(C[C@H]1CC[C@@H]2[C@H](COC[C@H](O)CN2S(=O)(=O)c2ccccc2Cl)O1)NCc1ccccc1Cl	0	6	1	-3	-14	-3	0
CC1(C)CC(=O)C2=C(C1)Nc1ccccc1NC2c1ccc2c(c1)OCO2 (stereo not drawn)	nt	nt	18	1	2	nt	nt
C[C@H]1CN([C@@H](C)CO)C(=O)c2cc(Br)cnc2O[C@H]1CN(C)S(=O)(=O)c1ccccc1F	1&0	3&-3	16	7&3	9	0&3	0&-2

Compound profiles, from the list above. Order of screens: Casp6 inh, LGR2 inh, esBAF inh, FN deposit inh, Statin myotox sup, S100A4 MyoIIA, SIRT5 inh
`CCn1c(=O)cc(OCC(=O)NCc2ccc(C)o2)c2ccccc21` in the list: -4, -10, -7, -17, -3, -2, -2
`CN(Cc1c(F)cccc1Cl)C(=O)c1cccc(S(=O)(=O)N2CCN(Cc3ccccc3)CC2)c1` in the list: -231, 1, 2, -9, -34, -3, 3
`CC1(C)CC(=O)C2=C(C1)Nc1ccccc1NC2c1ccc2c(c1)OCO2` (stereo not drawn) in the list: nt, nt, 18, 1, 2, nt, nt
`C1=CCC(CN2CCNCC2)CC1` (stereo not drawn) in the list: -13, 4, nt, -8, nt, -3, -4
`CCOc1ccc(NC(=O)NN2C(C)CCCC2C)cc1` (stereo not drawn) in the list: 3, 2, -4, -2, -3, -2, -1

(continued)
SMILES	Casp6 inh	LGR2 inh	esBAF inh	FN deposit inh	Statin myotox sup	S100A4 MyoIIA	SIRT5 inh
CCNC(=O)NS(=O)(=O)c1cnccc1Nc1cccc(Cl)c1	nt	21	-2	-1	-1	nt	nt
C[C@@H](NC(=O)C[C@@H]1C=C[C@H](NC(=O)Cc2ccccn2)[C@@H](CO)O1)c1ccccc1	2	3	1	-8	-4	6	-2
C[C@H](CO)N1C[C@H](C)[C@H](CN(C)C(=O)C2CCCCC2)Oc2cc(C#C[C@@H](C)O)ccc2S1(=O)=O	2	24	-4	nt	-2	8	6
CCCOc1cc2c(C#N)c(N3CCCC3)nc(N)c2c(N)n1	39*	nt	9	-6	-14	-20	-2
CCCN(C)C[C@@H]1OCCCC[C@@H](C)Oc2ccc(NC(=O)NC(C)C)cc2C(=O)N([C@H](C)CO)C[C@@H]1C	-2	3	nt	3	nt	-7	-1
CN(CCc1cn[nH]c1)C(=O)C1CCC(=O)N(CC2CCCCC2)C1 (stereo not drawn)	2	4	nt	0	nt	-8	4
CC(C)CNC(=O)C1(C)CCCN1C(=O)c1c(Cl)cccc1Cl (stereo not drawn)	0	7	-5	10	39	4	2
COc1ccc(N2CCN(C(=O)c3ccccc3Br)CC2)c([N+](=O)[O-])c1	2	3	-3	3	10	-6	-1
COc1cc(C2c3cc4c(cc3CC3COC(=O)N32)OCO4)cc(OC)c1OC (stereo not drawn)	0	-19	nt	nt	nt	1	nt
O=C(O)c1ccc(/C=C(\c2nc3ccccc3[nH]2)c2nc3ccccc3s2)cc1	3	-35	nt	3	nt	-1	3
COc1ccccc1-c1c(C)nn2c(N3CCC(C)CC3)cc(C)nc12	1	1	5	1	-13	1	-2
Cc1ccc(CNS(=O)(=O)c2ccc(C(F)(F)F)cc2)n1C	4	4	nt	-3	nt	-11	nt
C[C@@H]1C=CC(=O)O[C@@H]1c1ccc(Cl)cc1	0	nt	nt	12	nt	0	nt
CCCCn1c(=O)[nH]c(=O)c2c1nc(-c1ccc(OCC)cc1)n2CC	-3	5	-5	-6	14	-3	-1
Fc1ccc(/C=N/c2c(-c3ccc(F)cc3)nc3n2CCS3)cc1	nt	-5	5	nt	13	nt	nt
CCOC(=O)C1CCN(c2c(N3CCN(c4ccccc4OC)CC3)c(=O)c2=O)CC1	4	4	-9	-5	-4	6	2
CC1CCc2c(sc(NC(=O)c3cccn3C)c2C(N)=O)C1 (stereo not drawn)	8	nt	71*	1	5	-7	2
CC(=O)N1CC[C@@H]2[C@@H](CO)N(C)c3ccc(-c4ccc(C#N)cc4)cc3[C@@H]21	-1	-40	-6	5	37	-15	-16
Cn1cnc(S(=O)(=O)N2[C@@H]3CNC[C@H]2C3c2ccc(/C=C/c3ccccc3)cc2)c1 (stereo partly drawn)	3&1	-3&25	nt	-6&9	nt	-30&-2	1&1
CC(C(=O)NC1C=CS(=O)(=O)C1)N1C(=O)/C(=C/c2cccc(Cl)c2)SC1=S (stereo not drawn)	21	9	nt	-14	nt	1	0
O=C(Cc1ccccn1)NCC[C@@H]1CC[C@H](NC(=O)Nc2ccc(C(F)(F)F)cc2)[C@@H](CO)O1	0	1	-9	-5	0	-8	-1
NS(=O)(=O)c1ccc(CNC(=O)Cc2ccccc2[N+](=O)[O-])cc1	-1	-9	-7	-2	18	26	-3
CCOc1ccc(-c2csc(NC(=O)c3ccco3)n2)cc1	-2	-35	58*	6	10	-1	-2
CCN(C[C@@H]1[C@@H](c2ccccc2)[C@H](CO)N1C(C)=O)C(=O)c1ccccn1	-3	0	-3	-16	7	11	6
N#Cc1nc(Cc2ccccc2)oc1NCCc1ccccc1	nt	-83	21	nt	4	nt	nt
NC(=O)c1nnn(-c2ccccc2)c1N	-1	22	3	5	-4	-1	0
OCCOc1nnnn1-c1ccccc1	nt	-17	-4	nt	9	nt	nt
COc1ccc(CN2CCN(C(=O)c3ccccc3C(=O)c3ccccc3)CC2)cc1F	0	-1	-5	2	12	1	nt
C=CCNC(=S)NNC(=O)c1ccc(=O)n(Cc2ccccc2)c1	-2	-6	nt	-8	nt	-2	0
Cc1cccc(C(=O)NCC(=O)OCC(=O)N2CCc3ccccc32)c1	4	-20	nt	-2	nt	-4	-3
Cc1onc(-c2c(F)cccc2Cl)c1C(=O)OCc1cnc(Cl)s1	5	13	3	10	14	-7	2
C[C@@H]1CN([C@H](C)CO)C(=O)Cc2cc(NC(=O)CCC(F)(F)F)ccc2O[C@@H]1CN(C)C	-3	0	5	nt	3	-3	1
COc1ccc(S(=O)(=O)N(C)C[C@@H]2Oc3ccc(NC(=O)Nc4c(C)noc4C)cc3CC(=O)N([C@H](C)CO)C[C@H]2C)cc1	0	-19	0	nt	17	7	4
C[C@@H]1CN([C@@H](C)CO)C(=O)Cc2cc(NC(=O)Nc3cccc4ccccc34)ccc2O[C@@H]1CN(C)Cc1ccc(C(=O)O)cc1	6	-14	5	13	6	-1	0
O=S(=O)(Nc1ccc(NS(=O)(=O)c2ccccc2)cc1)c1ccccc1	-3	10	nt	-1	nt	-1	nt
Cc1cc(NC(=O)COC(=O)c2ccc(S(=O)(=O)N3CCCC3)cc2)no1	-5	-25	-8	nt	15	-9	-1
CN1c2ccc([N+](=O)[O-])cc2N(C)C1(C)c1ccccc1 (stereo not drawn)	3	-5	-6	9	10	4	-4
O=C(NNC(=O)C(O)c1ccccc1)NC1CCCCC1 (stereo not drawn)	-3	8	0	-1	-12	-3	-2
C=CCn1c(SCC#N)nc2sc(CC)cc2c1=O	3	-14	2	nt	26	-1	-2
O=C(Cc1ccc2c(c1)OCCO2)Nc1cccc(S(=O)(=O)N2CCOCC2)c1	6	8	9	1	-3	-1	-3
Cc1ccc(CN(c2ccc(C(=O)N3CCc4ccccc4C3)cc2)S(C)(=O)=O)cc1	nt	24	-5	nt	-3	nt	nt
CCOC(=O)C1=C(C(=O)OCC)C2N(Cc3ccccc3)c3ccccc3[C@@]23C[C@@H](C(=O)OC)N(S(=O)(=O)c2ccc(C(F)(F)F)cc2)C3=N1 (stereo partly drawn)	-3	1	nt	2	nt	3	nt
C[C@@H]1CN([C@H](C)CO)C(=O)c2cccc(NC(=O)C3CCCCC3)c2O[C@@H]1CN(C)Cc1ccncc1	2	3	1	nt	-3	-1	-1
Cc1ccccc1-n1c(C)nc2ccccc21	nt	nt	0	5	-14	nt	nt
CCCCN(C(=O)CNC(=O)c1ccco1)C(C(=O)NC1CCCCC1)c1ccc(OC)cc1OC (stereo not drawn)	nt	nt	-1	1	0	nt	nt
C[C@H](CO)N1C[C@H](C)[C@@H](CN(C)C(=O)Nc2ccccc2)OCc2ccccc2-c2c(n(C)c3ccccc23)C1=O	-1	-6	3	0	nt	2	4
COc1ccc(C(=O)Nc2ccncc2)c(OC)c1	-1	-5	nt	1	nt	-9	-1
Cc1noc(C)c1S(=O)(=O)Nc1cccc2c1O[C@H](CN(C)C(=O)Nc1ccc(C(F)(F)F)cc1)[C@H](C)CN([C@H](C)CO)C2=O	-4	-16	5	nt	nt	-43	0
O=C(SCc1c(O)c2ccccc2oc1=O)c1ccccc1	1	-6	6	3	2	-2	nt
CCNC(=O)NC(=O)C(C)OC(=O)CCCSc1nc2ccccc2s1 (stereo not drawn)	6	nt	-12	-1	-5	1	-3
N#Cc1sc2nc3c(cc2c1N)CCCC3	nt	-29	-52	-10	40	nt	nt
CCOC(=O)c1cn(CC)c2cc(N3CCN(C)CC3)c(F)cc2c1=O	9	-7	-11	10	0	-3	-5
Cn1nc(-c2ccccc2)cc1NC(=O)c1ccc(Cl)cc1	1	-5	29	-9	5	-4	-5
Cc1cc(C)n(-c2ccc(Oc3ccccc3)c(S(=O)(=O)O)c2)n1	19	8	nt	-1	nt	-15	-4
N#CCn1c2ccccc2c2nc3ccccc3nc21	4	-17	nt	nt	nt	-3	-3
CC1CCC(NC(=O)COC(=O)c2cccnc2Cl)CC1 (stereo not drawn)	-2	1	4	2	5	-4	-1
O=C(Nc1cccc(Cl)c1)/C(=C\c1cccnc1)NC(=O)c1ccco1	1	-11	nt	4	nt	3	0
CC(C)[C@H](NC(=O)c1ccc(C(C)(C)C)cc1)C(=O)N1CCN(Cc2ccc3c(c2)OCO3)CC1	0	32	nt	1	14	-5	nt
COc1cccc(OC)c1C(=O)Nc1cccnc1	-1	-38	nt	5	nt	1	-1
O=C(NN=Cc1cccc([N+](=O)[O-])c1)c1cccc2ccccc12	-2	10	nt	10	nt	1	0
(listing goes on)
SMILES	Casp6 inh	LGR2 inh	esBAF inh	FN deposit inh	Statin myotox sup	S100A4 MyoIIA	SIRT5 inh
CNC(=O)c1[nH]cnc1C(=O)Nc1ccc(Cl)cc1	0	-25	32	-1	-1	-3	1
CCOc1cc(C(=O)OC(C(=O)NC(=O)NC)c2ccccc2)ccc1OCC(=O)N1CCOCC1 (stereo not drawn)	5	-10	nt	8	nt	1	0
Cn1cncc1C#Cc1ccc2cc(CCO)oc(=O)c2c1	-2	14	10	-4	2	19	nt
COc1ccc(NC(=O)CCc2nnc3ccc(NCc4ccco4)nn23)cc1OC	2	1	-9	-8	-10	-5	1
N#Cc1ccccc1CSCCNC(=O)Cc1c(F)cccc1Cl	1	-21	14	0	-4	-8	nt
COc1ccc(CCN2C(=O)c3ccccc3C2(O)c2ncc[nH]2)cc1OC (stereo not drawn)	-2	nt	-4	3	nt	0	-4
